PLCg1 inh – blocks human PLC-gamma1 enzyme activity | P19174 | purified PLC-gamma1, fluorogenic substrate, fluorescence | inhibition, % at 12.2 µM | hit rate 0.84% among 370,000; in the data active = inhibition above about 9.5%
PLCb3 inh – inhibitors of human phospholipase C beta3; hit rate 0.18% among 370,000; Purified PLC-beta3, fluorogenic substrate, fluorescence; Q01970; AID 720704; inhibition, % at 12.2 µM; in the data active = inhibition above about 11%;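 note: 0% = median of compound wells on plate and 100% = full blocker control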
Target sequence (Q01970 whole entry, looked up): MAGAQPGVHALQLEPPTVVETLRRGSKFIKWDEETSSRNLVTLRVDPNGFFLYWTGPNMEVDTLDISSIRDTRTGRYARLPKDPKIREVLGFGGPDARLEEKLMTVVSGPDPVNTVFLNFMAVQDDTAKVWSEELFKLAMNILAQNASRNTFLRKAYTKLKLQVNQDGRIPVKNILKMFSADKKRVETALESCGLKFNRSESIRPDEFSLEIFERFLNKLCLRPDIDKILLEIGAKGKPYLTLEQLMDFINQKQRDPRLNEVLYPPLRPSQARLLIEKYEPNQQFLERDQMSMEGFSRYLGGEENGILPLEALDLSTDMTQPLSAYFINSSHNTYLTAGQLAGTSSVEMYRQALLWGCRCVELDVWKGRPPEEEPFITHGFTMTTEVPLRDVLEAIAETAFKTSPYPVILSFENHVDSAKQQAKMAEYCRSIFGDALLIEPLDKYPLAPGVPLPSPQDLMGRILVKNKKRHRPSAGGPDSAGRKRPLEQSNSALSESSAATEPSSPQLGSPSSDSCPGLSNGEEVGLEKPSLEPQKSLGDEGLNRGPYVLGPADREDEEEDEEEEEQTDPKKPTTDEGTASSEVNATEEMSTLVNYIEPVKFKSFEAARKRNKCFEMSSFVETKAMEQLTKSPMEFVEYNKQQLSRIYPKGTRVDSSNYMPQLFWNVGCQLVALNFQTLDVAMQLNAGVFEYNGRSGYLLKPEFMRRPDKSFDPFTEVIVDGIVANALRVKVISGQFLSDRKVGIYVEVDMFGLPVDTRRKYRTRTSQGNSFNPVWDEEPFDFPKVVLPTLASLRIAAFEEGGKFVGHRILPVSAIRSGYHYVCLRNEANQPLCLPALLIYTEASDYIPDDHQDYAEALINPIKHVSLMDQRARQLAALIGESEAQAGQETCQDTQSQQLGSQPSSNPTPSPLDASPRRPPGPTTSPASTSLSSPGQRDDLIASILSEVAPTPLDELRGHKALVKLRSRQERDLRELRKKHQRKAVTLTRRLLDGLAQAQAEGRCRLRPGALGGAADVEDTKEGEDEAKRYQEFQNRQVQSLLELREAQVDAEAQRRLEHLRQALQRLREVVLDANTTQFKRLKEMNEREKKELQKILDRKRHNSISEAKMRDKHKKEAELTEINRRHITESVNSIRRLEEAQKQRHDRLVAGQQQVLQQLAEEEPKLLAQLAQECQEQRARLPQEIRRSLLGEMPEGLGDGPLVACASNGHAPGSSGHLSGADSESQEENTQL
ADAM10 inh – inhibits human ADAM10. recombinant ADAM10, EDANS/DABCYL FRET peptide cleavage, 3 h. inhibition, % at 7 µM. hit rate 0.62% among 370,000. AID 720582;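 active = inhibition above a per-campaign cutoff equal to the mean of compounds falling between control-based bounds plus 3 SD, cut at about 20% in these data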;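 note: 0% = DMSO wells while the 100% control is not disclosed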
ADAM17 inh – inhibits human ADAM17; P78536; recombinant ADAM17, EDANS/DABCYL FRET peptide cleavage; inhibition, % at 6.95 µM; hit rate 0.83% among 370,000;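 active = inhibition above the mean of compounds lying between control limits plus 3 SD, set per campaign, cut at about 8.5% in these data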;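 note: 0% = DMSO-only wells as the low control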
TDP2 inh – TDP2 (human) inhibition, absorbance primary screen. AID 720702. inhibition, % at 12.8 µM. hit rate 0.34% among 370,000. recombinant TDP2, T5PNP hydrolysis, p-nitrophenol absorbance 415 nm;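 active = inhibition above the mean of all tested compounds plus 3 SD, set per campaign, cut at about 25% in these data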;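 note: 0% = DMSO with enzyme and 100% = buffer with substrate but no TDP2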
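test system = human TDP2 enzyme | input = TDP2 enzyme at 120 nM final | medium = 50 mM Tris-HCl pH 7.5 with Mg2+, KCl, DTT, BSA | also added = T5PNP substrate, 5 mM | times = 2 h at 37 °C | technique = epi absorbance | benchmarks = high control without enzyme, low control DMSO plus TDP2 | replication = each compound tested once, singlicate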
ARFGAP1 inhibitor – rat ARFGAP1 inhibition; Q62848; hit rate 0.26% among 360,000; inhibition, % at 16.5 µM; AID 651572; Arfgap1-stimulated ARF1 GTP hydrolysis, GDP FP detection;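 active = inhibition above a per-plate limit, mean inhibition of low control wells plus 3 SD, cut at about 25% in these data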;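 note: 0% = DMSO wells with enzyme and 100% = wells lacking Arfgap1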
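Assay system: purified rat His6-Arfgap1 residues 1-136 (GAP domain); Reagent: human Δ17 ARF1 bound to GTP; Dosing: 16.5 µM single point, 1.26% DMSO; Times: GTP hydrolysis reaction 2 h at 25 °C; Signal: FP, GDP Alexa 633 tracer displaced from anti-GDP antibody, 620/688 nm; Measure: % inhibition from polarization.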
SIAE inh – inhibitors of human sialic acid acetylesterase SIAE; Q9HAT2; hit rate 0.69% among 370,000; AID 1053197; inhibition, % at 9.66 µM; SIAE FP-Rh probe binding, fluorescence polarization;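 active = inhibition above a cutoff: mean of compounds within the control limits plus 3 SD of those, cut at about 17% in these data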;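 note: 0% = plate median of compound wells and 100% = probe without SIAE protein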
DDE Tn7 FP inh – disrupts Tn7 cyclic peptide binding to fibrin D-Dimer-E complex. P02675. FP displacement of FITC-Tn7 peptide from fibrin DD(E); 0% = median of compound wells per plate. inhibition, % at 8.3 µM. hit rate 0.13% among 370,000. AID 720508;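 active = inhibition above the mean of compounds falling within the control limits plus 3 SD of them, cut at about 14% in these data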;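 note: 0% = plate median of compound wells and 100% = 10 µM Aha-Tn7 peptide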
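System: human fibrin DD(E); quantity: Fibrin-DD(E) at 2 µM final; also added: fluorescent Tn7 probe at 0.1 µM; compound dosing: single nominal test concentration of 8.3 µM per compound; schedule: 10 min preincubation, 3 h with tracer, room temperature; detection: fluorescence polarization of the labelled Tn7 tracer; repeats: one replicate per compound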
ASAP1 GAP inh – blocks human ASAP1-stimulated Arf1 GTP hydrolysis; Q9ULH1; GDP FP detection; inhibition, % at 16.5 µM; hit rate 0.19% among 360,000; in the data active = inhibition above about 25%;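 note: 0% = vehicle with enzyme and substrate and 100% = no enzyme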
Tn6 DDE FP – disrupts Tn6 cyclic peptide binding to fibrin D-Dimer-E complex | P02675 | Fibrin DD(E) TRITC-Tn6 fluorescence polarization displacement | inhibition, % at 8.3 µM | hit rate 0.21% among 370,000;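 active = inhibition above a per-campaign cutoff: mean of compounds within control limits plus 3 SD, cut at about 15% in these data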;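 note: 0% = median of all compound wells on the plate and 100% = blocking peptide control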
* hit, by the source's call; i = inactive.

Structure	PLCg1 inh	PLCb3 inh	ADAM10 inh	ADAM17 inh	TDP2 inh	ARFGAP1 inhibitor	SIAE inh	DDE Tn7 FP inh	ASAP1 GAP inh	Tn6 DDE FP
COC(=O)COc1ccc2cccc(-n3cnnn3)c2c1	0	2	-2	-2	-6	0	3	1	5	3
CCOC(=O)C1CCN(c2nc(-c3ccc(C)cc3)nc3ccccc23)CC1	3	-2	-1	1	-23	2	-11	-8	-2	-3
O=C(COC(=O)c1cccc(S(=O)(=O)N2CCCCC2)c1)NC1CCCc2ccccc21 (stereo not drawn)	-1	3	4	-1	0	1	-4	3	5	7
O=C(NCc1cccnc1)c1cc(C2CCCN(S(=O)(=O)c3cccc4cccnc34)C2)on1 (stereo not drawn)	3	1	-7	-5	-3	-3	3	-6	-2	-3
CCN(CC)c1ccc(NC(=O)Cn2cc3c(n2)CCC(C)C3)c(C)c1 (stereo not drawn)	2	2	-5	1	-8	7	-1	4	4	-2
Cn1c(=O)c2c(SCc3ccccn3)nc(C3CC3)nc2n(C)c1=O	-2	0	-6	0	6	-14	-1	4	8	1
CC(C)C[C@H]1CNC(=S)N1CC1CCN(CCC23CC4CC(CC(C4)C2)C3)CC1	3	-3	-26	-2	9	-5	7	2	-9	7
CC(C)(C)CN1CCN(Cc2nc(-c3ccc(F)cc3)cs2)CC1CCO (stereo not drawn)	-1	-13	3	0	-10	9	6	4	13	3
Cn1c2c(sc1=O)CCC2	5	5	-14	5	-12	-8	2	-1	-6	-5
CCCOC(=O)c1ccc(NC(=O)CN(C)Cc2cccs2)cc1	0	2	-4	0	6	0	-9	3	-8	1
CCC(C)N1CC23C=CC(O2)C(C(=O)OC)C3C1=O (stereo not drawn)	1	0	-7	0	0	12	11	-6	-1	-9
Cc1c(O)nc(SCC(=O)Nc2ccc3c4c(cccc24)CC3)n(-c2ccccc2)c1=O	-26	-29	-14	-7	9	-14	3	13	-8	-3

The list goes on, overlapping the part above by 2 compounds.
Structure	PLCg1 inh	PLCb3 inh	ADAM10 inh	ADAM17 inh	TDP2 inh	ARFGAP1 inhibitor	SIAE inh	DDE Tn7 FP inh	ASAP1 GAP inh	Tn6 DDE FP
CCC(C)N1CC23C=CC(O2)C(C(=O)OC)C3C1=O (stereo not drawn)	1	0	-7	0	0	12	11	-6	-1	-9
Cc1c(O)nc(SCC(=O)Nc2ccc3c4c(cccc24)CC3)n(-c2ccccc2)c1=O	-26	-29	-14	-7	9	-14	3	13	-8	-3
Cc1ccc(C(=O)COC(=O)CNC(=O)c2cccs2)cc1	1	0	7	-2	15	-3	5	-2	-12	2
C[C@@H]1CN([C@@H](C)CO)C(=O)CCCn2nncc2CO[C@H]1CN(C)C(=O)c1ccc2ccn(C)c2c1	-1	-1	-24	-4	-2	1	-6	0	-3	4
CCOC(CNC(=O)c1ccc2nc(N3CCC(C)CC3)sc2c1)OCC	2	0	-30	-5	-2	17	2	2	-13	-9
COCC(=O)Nc1nnc(COc2ccc(Cl)cc2)s1	-1	-2	5	-5	-1	7	1	1	7	-7
CCN1CCN(c2cc(C)c3cc(NC(=O)CCC(=O)Nc4ccc(OC)c(OC)c4)ccc3n2)CC1	-16	-28	-147	-70	-4	-7	3	8	-4	-1
CCOC(=O)c1c(C)[nH]c(C(=O)OCc2ccccc2F)c1C	2	-2	-2	6	13	4	0	-3	-1	-3
O=C(Cn1cc(S(=O)(=O)Cc2cccc(F)c2)c2ccccc21)N1CCOCC1	-3	-5	-2	-1	3	8	-3	-13	4	-5
O=C(O)c1ccccc1NC(=S)NC(=O)c1cccc2ccccc12	-3	-6	-18	-9	5	4	5	-1	-6	-2
COc1ccc(-c2ccc(C(=O)Nc3ccc(Cl)cc3)c3occc23)c(C)c1	-17	-28	-8	1	-1	-3	-17	3	-12	8
CCN1CCN(c2nc3ccccc3nc2C(C#N)C(=O)OCc2ccccc2)CC1 (stereo not drawn)	-44	-62	-68	-20	0	-4	6	-7	-12	0
O=C(CCN1C(=O)C2CC=CCC2C1=O)Nc1cccc(S(=O)(=O)N2CCCCC2)c1 (stereo not drawn)	-1	-8	-10	0	1	-17	-3	-13	3	-11
CN1CCc2c(sc(NC(=O)c3ccc(S(=O)(=O)N4CCCC4)cc3)c2C(N)=O)C1	-63	-106	-5	-3	-3	8	4	-5	5	-6
COC(=O)C1(C(C[N+](=O)[O-])c2ccco2)C(=O)NCC1c1ccccc1 (stereo not drawn)	-2	-4	-5	1	-11	-7	-1	0	2	8
COc1ccc(NS(=O)(=O)c2cccc(C(=O)NCC(c3ccccc3)N(C)C)c2)cc1 (stereo not drawn)	-1	-12	-6	-8	-7	-2	4	0	4	1
Cc1nc(SCC(=O)NC2CCCC2)[nH]c(=O)c1C	-3	-6	0	-2	-5	8	3	5	0	-5
COC(=O)C(Cc1ccccc1)NC(=O)CNC(=O)c1ccccc1OC (stereo not drawn)	0	-4	-3	-2	11	3	-5	4	-5	-1
CCC1CCCCN1C(=O)Cn1c(C(=O)OC)cc2sc(Cl)cc21 (stereo not drawn)	1	2	2	-5	-1	2	6	2	-1	-4
CCC(=O)NC(=S)NNC(=O)COc1ccc(Br)cc1	1	4	-4	3	4	5	2	-2	9	4
C[C@@H]1CN([C@H](C)CO)C(=O)CCCn2nncc2CO[C@H]1CN(C)S(=O)(=O)c1ccc2c(c1)OCCCO2	3	2	-6	3	0	10	5	-5	1	-4
CCc1cccc(CC)c1NC(=O)c1cccc(NC(=O)c2ccccc2)c1	3	2	5	1	5	3	10	11	-11	4
CCN(CC)C(=O)[C@H]1C[C@H](CC(=O)NCCCN(C)C)C(=O)N2CCc3c([nH]c4cc(-c5ccco5)ccc34)[C@]12C	-131	-191	-305	-69	2	3	1	-2	-6	2
CN1CCN(c2ncnc3c2ncn3[C@H]2CN(Cc3ccccc3)C[C@@H](CO)O2)CC1	4	-1	-16	-5	13	-3	-2	7	2	-2
O=S(=O)(c1ccc2c(c1)OCCO2)N1CCC(c2nc3ccc(Cl)cc3[nH]2)CC1	2	1	3	1	6	1	-18	-1	8	4
CSCCC(NC(=O)c1ccco1)C(=O)OCC(=O)N1c2ccccc2NC(=O)C1(C)C (stereo not drawn)	0	-2	-7	-7	4	6	5	2	-4	0
Cc1ccnc2nc(C(=O)OCCOc3ccccc3)nn12	-1	0	2	-3	-4	7	0	0	-2	0
COc1ccc(NC(=O)CSc2nc3ccccc3nc2N2CCCC2)c(OC)c1	0	-8	-17	-7	-1	-6	-2	2	8	-3
Cn1cnnc1SCc1ccccc1Br	2	0	4	-1	1	-13	-1	-4	-5	13
CCOC(=O)c1cc(C#N)c(Nc2ccc(C)cc2)nc1C(F)(F)F	2	-6	-2	1	3	-7	2	0	-13	-1
Nc1cc(N2CCCC2)ccc1[N+](=O)[O-]	3	1	8	3	-26	-5	5	-2	-5	3
NC(=O)C1CCN(C(=O)C2CCN(C(=O)Nc3ccccc3)CC2)CC1	3	-8	-8	-6	8	7	7	0	9	-3
Cc1c(Cl)cccc1N1C(=O)CC(NNC(=O)c2cccs2)C1=O (stereo not drawn)	-6	-13	8	5	-12	-5	-8	1	-3	1
Cc1c(Cl)cccc1NC(=O)CN(C1CCCCC1)S(C)(=O)=O	4	2	0	4	-16	-3	10	-7	-1	11
CCOC(=O)CSc1nc2cc3c(cc2cc1C#N)OCCO3	-26	-29	-5	-2	-5	7	0	4	-8	-7
O=C(CSc1nnc(-c2ccccc2)n1Cc1ccccc1)N1CCCC1	2	6	4	-2	-6	9	1	6	-1	9
Cc1onc(-c2ccccc2)c1C(=O)Nc1nncs1	3	-2	5	0	15	-7	-3	-3	4	-6
CCOC(=O)N1CCC(NC(=O)c2cc3cc4cc(OC)ccc4nc3o2)CC1	-169	-234	-313	-102	6	1	1	-2	-1	1
N#Cc1ccc(-c2nc3ccc(Cl)cn3c2Cc2cccc(F)c2)cc1	-68	-101	-337	-92	1	3	-6	2	-7	1
COc1ccccc1Oc1cc(C#N)c(C#N)cc1-n1nnc2ccccc21	-2	3	2	-2	14	-18	-5	6	9	3
Cc1cc(Cl)ccc1OCC(=O)OCC(=O)N1CCC(C(N)=O)CC1	3	-5	-13	-7	9	-1	-2	-2	10	5
CCN(CC)C(=O)/C=C/c1ccc(OC)c(S(=O)(=O)N2CCCCC2)c1	8	4	2	1	3	13	6	1	3	6
CCC(=O)N1CCc2cc(S(=O)(=O)NCCC(=O)N3CC=C(c4ccccc4)CC3)ccc21	0	-3	1	1	6	-2	-2	-1	-6	-5
COC(=O)COc1ccccc1C(=O)Nc1ccc(OC)cc1	1	1	3	-2	8	7	0	-3	0	-3
CCN(Cc1ccncc1)C(=S)NCc1ccccc1	3	-6	-4	0	8	-11	1	2	7	-7
CC(=O)NCC(=O)N(Cc1ccco1)C1(C(=O)NC2CCCCC2)CCCCC1	3	7	12	6	-10	0	-1	-2	-2	-5
N#Cc1ccc(-c2csc(NC(=O)c3cc(-c4cccs4)nc4ccccc34)n2)cc1	-32	-63	-58	-27	-7	4	-33	-5	7	-1
COc1ccc(-c2[nH]ncc2CN2CCC(OCc3ccccc3)CC2)c(F)c1	7	-4	2	-5	4	-3	-7	-2	6	-2
O=C(O)c1ccc(-n2nnnc2SCc2ccccc2Br)cc1	-14	-25	3	-3	12	13	2	-3	-2	-2
COC(=O)CCC(=O)NS(=O)(=O)c1ccc(N=NN2CCOCC2)cc1	1	1	1	-3	-2	7	-1	0	-1	-8
O=c1[nH]c2ccc(NCc3ccc(F)cc3)cc2[nH]1	-9	-15	-12	-12	-5	-4	2	-5	2	-2
CCOC(=O)C1CCN(c2nc3ccccc3n2CC(=O)c2ccccc2)CC1	0	4	-5	-1	3	-13	2	-2	10	4
O=C(O)c1cc2nc(-c3cccs3)cc(C(F)(F)F)n2n1	-311	-237	-138	-39	0	1	3	3	-4	-6
CCOC(=O)CN1CC23C=CC(O2)C(C(=O)N2CCN(c4ccc(F)cc4)CC2)C3C1=O (stereo not drawn)	-1	1	-5	-2	-9	6	5	2	12	0
C=CCOc1c2ccc(C(=O)NCc3ccc(OC)cc3)cc2nn1C	-367	i	-227	-58	-2	-2	1	-6	12	2
CCCc1n(CC)c2ccccc2[n+]1CC(O)COC1CCCCC1 (stereo not drawn)	6	1	1	-8	-10	3	-1	-2	16	-8

Assay outcomes: PubChem BioAssay, The Scripps Research Institute Molecular Screening Center
